Screening data as filed in PubChem BioAssay.
Glioma ERSR ind: ER stress response induction in glioma | U87-MG GRP78 promoter luciferase reporter, 16 h | Potency, µM, inactives show at the highest dose activation, usual class: activators | actives 0.02% (n = 420,000); also: series mostly up to about 76 µM; % of control where 0% means no effect; nearly all actives have a fitted effect of over 35% in size
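ERSR induction read as luciferase luminescence (Bright-Glo, 10 min at room temperature) in stably transfected human U87-MG glioma cells exposed to compounds for 16 h, using GRP78 as sensor.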
rTrxR1 inhibitor: rat TrxR1 inhibition; O89049; recombinant rTrxR1, NADPH fluorescence consumption, selenite substrate; Potency, µM (series often up to 114 µM), inactives show at the highest dose activity change, negative = inhibition, hits mostly inhibitors; actives 1% (n = 390,000); AID 588453; also: % is scaled to controls: 0 for no effect and ±100 for the full control effect; nearly all actives have a fitted effect of over 65% in size
Target sequence (O89049 whole entry, looked up): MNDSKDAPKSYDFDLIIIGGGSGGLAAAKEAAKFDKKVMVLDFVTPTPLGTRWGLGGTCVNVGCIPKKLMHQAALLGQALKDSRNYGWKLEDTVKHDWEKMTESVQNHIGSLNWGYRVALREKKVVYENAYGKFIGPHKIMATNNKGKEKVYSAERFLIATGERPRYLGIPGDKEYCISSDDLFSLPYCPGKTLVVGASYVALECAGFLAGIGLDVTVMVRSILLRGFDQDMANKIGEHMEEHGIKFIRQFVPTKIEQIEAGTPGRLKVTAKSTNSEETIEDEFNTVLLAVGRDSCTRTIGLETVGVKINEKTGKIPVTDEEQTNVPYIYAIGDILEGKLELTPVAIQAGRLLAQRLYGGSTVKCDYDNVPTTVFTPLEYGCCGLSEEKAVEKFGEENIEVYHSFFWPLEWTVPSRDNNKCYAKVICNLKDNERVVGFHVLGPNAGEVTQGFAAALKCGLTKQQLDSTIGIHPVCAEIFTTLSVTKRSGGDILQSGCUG
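Rat TrxR1 (90 nM in the dispensed reagent) was pre-reduced with 400 uM NADPH for 5 min at room temperature, then incubated with compound for 15 min. After 400 uM selenite was added, NADPH fluorescence (Ex 340/Em 450 nm) was followed for 8 min.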
* hit, by the source's call; ? = inconclusive; . = not tested or not shown; & = joins results of further samples. Calls follow the shape of the dose curve; as a rule, active = well fitted curve in the direction sought with a large enough effect; inconclusive = small, poorly fitted or top-dose-only effect, or another doubt; inactive = no such curve, though single readings can be large; an effect the other way counts as inactive or inconclusive. Potency is read from the fitted curve at half-maximal effect.

Compound | Glioma ERSR ind | rTrxR1 inhibitor
CN1C[C@@H](CS(=O)(=O)N(C)C)C[C@@H]2c3cccc4c3c(cn4C)C[C@H]21 | . | ?
N#CC(=Cc1ccc(O)c(O)c1)C(N)=S | . | ?
CC(=O)O[C@H]1C[C@@H]2CCC3C(CC[C@@]4(C)[C@H]3C[C@H]([N+]3(C)CCCCC3)[C@@H]4OC(C)=O)[C@@]2(C)C[C@@H]1[N+]1(C)CCCCC1 (stereo partly drawn) | . | 8%
C[C@]12CC[C@H]3[C@@H](CCC4C[C@H](O)CC[C@@]43C)[C@@H]1CC[C@@H]2O (stereo partly drawn) | . | ?
CCCN1CCC[C@@H]2Cc3n[nH]cc3C[C@H]21 | . | 7%
COc1cc(C=C(C#N)C#N)cc(O)c1O | . | ?
COc1cc2c3cc1Oc1cc(ccc1O)C[C@@H]1c4c(cc(OC)c(O)c4Oc4cccc(c4)C[C@H]3N(C)CC2)CC[N+]1(C)C | -1% | .
COC1=C[C@H]2[C@H]3Cc4ccc(OC)c(O)c4[C@@]2(CCN3C)CC1=O | -4% | .
CN1Cc2c(ccc3c2OCO3)[C@@H]2[C@@H](O)Cc3cc4c(cc3[C@@H]21)OCO4 | -5% | .
CC(=O)O.CC(=O)O.[Cd] | ? | .
C[C@@H]1O[C@H](O[C@@H]2C=C3CC[C@H]4[C@@H](CC[C@]5(C)[C@@H](c6ccc(=O)oc6)CC[C@]45O)[C@@]3(C)CC2)[C@@H](O)[C@H](O)[C@@H]1O | -8% | .
O=S(=O)(c1ccc(Cl)cc1)c1cc(Cl)c(Cl)cc1Cl | 2% | .
COc1ccc2c(C(=O)c3ccc(Cl)cc3)c(C)n(CC(=O)O)c2c1 | -4% | .
CC(C)(C)C(O)C(Oc1ccc(-c2ccccc2)cc1)n1cncn1 (stereo not drawn) | 0% | .
CCCC[C@H]1C(=O)O[C@H](C)[C@H](NC(=O)c2cccc(NC=O)c2OC)C(=O)O[C@@H](C)[C@@H]1OC(=O)CC(C)C | -3%&-1%&-5% | .
C[N+]1([O-])[C@@H]2CC[C@H]1CC(OC(=O)[C@@H](CO)c1ccccc1)C2 (stereo partly drawn) | -3% | .
S=C=NCc1ccccc1 | -5% | .
Clc1ccccc1C(c1ccccc1)(c1ccccc1)n1cccn1 | -4% | .
CC(C)CCC(=O)OC1CCC2C3CCC4=CC(=O)CC[C@]4(C)C3CC[C@]12C (stereo partly drawn) | 5% | .
C[C@@H](CO)NC(=O)[C@@H]1C=C2c3cccc4[nH]cc(c34)C[C@H]2N(C)C1 | -4% | .
ClCC1CO1 (stereo not drawn) | -4% | .
C[C@]12Cc3nonc3C[C@@H]1CC[C@@H]1[C@@H]2CC[C@@]2(C)[C@H]1CC[C@]2(C)O | -4% | .
OCC1CCCN2CCCCC12 (stereo not drawn) | -2%&-6% | .
O=C(Nc1cccc(F)c1)N1CCCC2(CCN(C(=O)Oc3ccccc3)CC2)C1 | -1% | .
CNC(=O)Oc1ccccc1C(=O)Nc1ccccc1 | -1% | .
COc1ccc(C2Oc3c(I)c(OC)cc(OC)c3CC2O)cc1OC (stereo not drawn) | 0% | .
CN1C(=O)CCS(=O)(=O)[C@H]1c1ccc(Cl)cc1 | -2% | .
Clc1ccc([C@H]2CC3CCC2N3)cn1 (stereo partly drawn) | -1% | .
CC(C)(C)NCC(O)c1cc(Cl)c(N)c(C(F)(F)F)c1 (stereo not drawn) | -5% | .
CC(=O)O[C@H]1C(=O)[C@@]2(C)C([C@H](OC(=O)c3ccccc3)[C@]3(O)C[C@H](OC(=O)[C@H](O)[C@@H](NC(=O)c4ccccc4)c4ccccc4)C(C)=C1C3(C)C)[C@]1(OC(C)=O)CO[C@@H]1C[C@@H]2OC(=O)[C@H](C)NC(=O)c1ccc(-c2c3ccc(=O)cc-3oc3cc(O)ccc23)c(C(=O)O)c1 (stereo partly drawn) | 7% | .
OC[C@@H]1[C@@H](O)[C@H](O)[C@H]2[C@@H](O)CCN21 | -1% | .
c1ccc2c(c1)Sc1ccccc1N2C[C@H]1CN2CCC1CC2 | -3% | .
Cc1ccc(O)cc1 | -2%&-3% | .
C/C(O)=C(/C#N)C(=O)Nc1cc(Br)ccc1Br | -3% | .
CC(C)c1ccc2c(c1O)CCC1C3=C(CC[C@]21C)C(=O)OC3 (stereo partly drawn) | -2% | .
C=C1Nc2ccccc2C(=O)N1c1ccccc1C | -2% | .
O=C1CC2OCC=C3CN4CCC56c7ccccc7N1C5[C@H]2[C@H]3C[C@H]46 (stereo partly drawn) (tested in a mixture with another compound) | -5% | .
Cc1nn(C)c(C)c1-c1cccc2c1CCC(N(C)C)C2 (stereo not drawn) | -6% | .
O=C1C=C2C=CC3C[C@@]2(O1)C1CCCCN31 (stereo partly drawn) | -10% | .
CCOC(=O)c1ncn2c1[C@H]1CCCN1C(=O)c1cc(OC)ccc1-2 | -2% | .
CCN1C[C@@]2(COC)[C@H]3[C@@H](OC)[C@H]4C1[C@@]3([C@H](OC)C[C@@H]2O)[C@H]1C[C@@]2(O)[C@@H](OC(=O)c3ccccc3)[C@@H]1[C@@]4(OC(C)=O)[C@H](O)[C@@H]2OC | -2% | .
C[N+]1(CCF)[C@@H]2CC[C@@H]1CC(OC(=O)C(O)(c1ccccc1)c1ccccc1)C2 (stereo partly drawn) | -3% | .
O=S1OCC2C(CO1)C1(Cl)C(Cl)=C(Cl)C2(Cl)C1(Cl)Cl (stereo not drawn) | -2% | .
CCN(CC)c1nc(C)cc(OP(=S)(OC)OC)n1 | -7% | .
CN1[C@@H](C[C@@H](O)c2ccccc2)CCC[C@@H]1C[C@H](O)c1ccccc1 | -5% | .
COc1cc2c(cc1OC)[C@@H]1C(=O)c3ccc(OC)c(CC=C(C)C)c3OC1CO2 (stereo partly drawn) | -4% | .
O=C1C=C2C(=CCOC2O)O1 (stereo not drawn) | -13% | .
CC(C)CN1CCCC2(CCN(C(=O)c3ccncc3)CC2)C1 | -4% | .
O=C1CC2OCC=C3CN4CCC56c7ccccc7N1C5C2C3CC46 (stereo not drawn) | -3% | .
c1cncc([C@H]2CCCCN2)c1 | 2% | .
ClC=C(Cl)Cl | -5% | .
CN[C@H]1C[C@@H](N)[C@H](O)[C@@H](O[C@@H]2O[C@H](CO)[C@H](O)[C@@H]3O[C@]4(O[C@@H]23)O[C@H]([C@@H](N)CO)[C@H](O)[C@@H](O)[C@H]4O)[C@@H]1O | -7% | .
CC1(C)C(=O)C=C[C@@]2(C)C1=C(O)C(=O)[C@@]1(C)C2CC[C@@]2(C)C(c3ccoc3)C[C@H]3O[C@@]321 (stereo partly drawn) | -13% | .
CN(C)CCc1c[nH]c2cccc(O)c12 | 1% | .
CC[C@H](O)C(C[C@H](C)N(C)C)(c1ccccc1)c1ccccc1 | -5% | .
COCCN(C(=O)CCl)c1c(C)cccc1C | -7% | .
FC(F)(F)c1cccc(N2CCNCC2)c1 | -6%&-1% | .
O=C(Nc1cccc(F)c1)N1CCC2(CC1)CCN(C(=O)Oc1ccccc1)CC2 | -3% | .
CC(C)=CCN1CC[C@@]2(C)c3cc(O)ccc3C[C@H]1[C@@H]2C | -4% | .
N[C@H](C(=O)O)c1cc(=O)[nH]o1 | -3% | .

20 entries from above, arranged by length of the SMILES, smallest number first.
Compound | Glioma ERSR ind | rTrxR1 inhibitor
ClC=C(Cl)Cl | -5% | .
c1cncc([C@H]2CCCCN2)c1 | 2% | .
FC(F)(F)c1cccc(N2CCNCC2)c1 | -6%&-1% | .
COCCN(C(=O)CCl)c1c(C)cccc1C | -7% | .
N[C@H](C(=O)O)c1cc(=O)[nH]o1 | -3% | .
CCN(CC)c1nc(C)cc(OP(=S)(OC)OC)n1 | -7% | .
O=C1C=C2C=CC3C[C@@]2(O1)C1CCCCN31 (stereo partly drawn) | -10% | .
Cc1nn(C)c(C)c1-c1cccc2c1CCC(N(C)C)C2 (stereo not drawn) | -6% | .
CC(C)CN1CCCC2(CCN(C(=O)c3ccncc3)CC2)C1 | -4% | .
O=C1CC2OCC=C3CN4CCC56c7ccccc7N1C5C2C3CC46 (stereo not drawn) | -3% | .
O=S1OCC2C(CO1)C1(Cl)C(Cl)=C(Cl)C2(Cl)C1(Cl)Cl (stereo not drawn) | -2% | .
CCOC(=O)c1ncn2c1[C@H]1CCCN1C(=O)c1cc(OC)ccc1-2 | -2% | .
CC(C)=CCN1CC[C@@]2(C)c3cc(O)ccc3C[C@H]1[C@@H]2C | -4% | .
O=C(Nc1cccc(F)c1)N1CCC2(CC1)CCN(C(=O)Oc1ccccc1)CC2 | -3% | .
COc1cc2c(cc1OC)[C@@H]1C(=O)c3ccc(OC)c(CC=C(C)C)c3OC1CO2 (stereo partly drawn) | -4% | .
CN1[C@@H](C[C@@H](O)c2ccccc2)CCC[C@@H]1C[C@H](O)c1ccccc1 | -5% | .
C[N+]1(CCF)[C@@H]2CC[C@@H]1CC(OC(=O)C(O)(c1ccccc1)c1ccccc1)C2 (stereo partly drawn) | -3% | .
CC1(C)C(=O)C=C[C@@]2(C)C1=C(O)C(=O)[C@@]1(C)C2CC[C@@]2(C)C(c3ccoc3)C[C@H]3O[C@@]321 (stereo partly drawn) | -13% | .
CN[C@H]1C[C@@H](N)[C@H](O)[C@@H](O[C@@H]2O[C@H](CO)[C@H](O)[C@@H]3O[C@]4(O[C@@H]23)O[C@H]([C@@H](N)CO)[C@H](O)[C@@H](O)[C@H]4O)[C@@H]1O | -7% | .
CCN1C[C@@]2(COC)[C@H]3[C@@H](OC)[C@H]4C1[C@@]3([C@H](OC)C[C@@H]2O)[C@H]1C[C@@]2(O)[C@@H](OC(=O)c3ccccc3)[C@@H]1[C@@]4(OC(C)=O)[C@H](O)[C@@H]2OC | -2% | .

The results go on.
Compound | Glioma ERSR ind | rTrxR1 inhibitor
CC[C@@H](O)C(C[C@@H](C)N(C)C)(c1ccccc1)c1ccccc1 | -2% | .
CC1C(=O)OC2C(O)C34C5OC(=O)[C@@]3(OC3OC(=O)[C@H](O)[C@]34C(C(C)(C)C)C5O)[C@]12O (stereo partly drawn) | -4% | .
O=S(=O)(O)C(F)(F)C(F)(F)C(F)(F)C(F)(F)C(F)(F)C(F)(F)C(F)(F)C(F)(F)F | -3% | .
C/C=C(/C)C(=O)OC1CC[C@]2(C)C3CCC4[C@]5(O)CC(O)[C@]6(O)C(CN7CC(C)CCC7[C@]6(C)O)[C@]5(O)C[C@@]42O[C@]13O (stereo partly drawn) | -1% | .
CN1CCCC2(CCN(C(=O)Oc3ccccc3)CC2)C1 | 6% | .
CN1CCCC2(CCN(C(=O)c3ccncc3)CC2)C1 | -3% | .
ClC1=C(Cl)C2(Cl)C(CBr)CC1(Cl)C2(Cl)Cl (stereo not drawn) | -6% | .
CCCCCCCCCC(=O)O[C@H]1CC[C@H]2[C@@H]3CCC4=CC(=O)CC[C@]4(C)[C@H]3CC[C@]12C | -4% | .
CC1=C(O)C(=O)C=C2C1=CC=C1[C@]2(C)CC[C@@]2(C)C3C[C@](C)(C(=O)O)CC[C@@]3(C)CC[C@@]12C (stereo partly drawn) | -12% | .
O=C(CCl)c1ccc(Cl)cc1Cl | -11%&-11% | .
c1ccc(N2CC3(CCNCC3)C2)nc1 | -4% | .
CCc1cc(OC)c(C[C@H](C)N)cc1OC | -2% | .
CC(=O)[C@@H]1CC[C@H]2[C@H]3CC[C@H]4C[C@@H](O)CC[C@]4(C)[C@@H]3C(=O)C[C@@]12C | -2% | .
N[C@H]1C[C@H]1c1ccccc1 | -4% | .
C[N+]1(C)CCCCC1COC(=O)C(O)(c1ccccc1)c1ccccc1 (stereo not drawn) | 1% | .
Nc1nc(O)c(-c2ccccc2)o1 | -4% | .
CC(C)CN1CC[C@@]2(CCCN(C(=O)Oc3ccccc3)C2)C1 | -2% | .
CC1(C)C(O)CC(O)[C@]2(C)C1CC(=O)[C@]1(C)C2CC[C@@]2(C)C(c3ccoc3)OC(=O)C3OC321 (stereo partly drawn) | -3% | .
CC1Cc2c(cnc3c2CN(C)CC3)CO1 (stereo not drawn) | -3% | .
CCOc1ccc2cc(C#N)c(=O)oc2c1 | 5%&-8% | .
CCCSP(=O)(OCC)SCCC | -2% | .
CCCCCCCCCC(CC)c1ccc(S(=O)(=O)O)cc1 (stereo not drawn) | -3%&-5% | .
CO/C1=C\C(C)=C\[C@@H](C)[C@@H](O)[C@@H](C)C/C(C)=C/C=C\[C@H](OC)C([C@@H](C)[C@@H](O)[C@H](C)[C@@]2(O)C[C@@H](O)[C@H](C)C(C(C)C)O2)OC1=O (stereo partly drawn) | -5% | .
CC(C)C[C@H](NC(=O)CNC(=O)[C@H](CCC(N)=O)NC(=O)[C@H](Cc1ccc(O)cc1)NC(=O)[C@@H](NC(=O)[C@H](Cc1ccc(O)cc1)NC(=O)CNC(=O)[C@@H](N)CCCN=C(N)N)C(C)C)C(=O)O | -4% | .

This is a subset; count on the stated rates, not on these rows.
